Source: PubChem (Broad Institute)
SIRT5 inh – blocks human SIRT5 desuccinylation of peptide; actives 1.1% (n = 330,000); Purified SirT5, succinyl-peptide AMC, trypsin-coupled fluorescence; inhibition, % at 15 µM; Q9NXA8; in the data active = inhibition above about 15%; inconclusive = no clear call, values can overlap the other calls
Target sequence (Q9NXA8 whole entry, looked up): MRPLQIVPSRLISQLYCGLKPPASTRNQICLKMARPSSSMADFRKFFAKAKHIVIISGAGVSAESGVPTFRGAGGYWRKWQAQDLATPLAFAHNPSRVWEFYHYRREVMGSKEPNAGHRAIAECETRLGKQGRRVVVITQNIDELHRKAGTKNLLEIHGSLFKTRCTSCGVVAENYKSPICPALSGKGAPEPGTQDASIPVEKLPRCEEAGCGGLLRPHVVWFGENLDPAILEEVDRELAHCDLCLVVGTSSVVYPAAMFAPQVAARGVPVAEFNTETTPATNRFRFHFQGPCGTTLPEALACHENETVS
FN deposition inh – fibronectin deposition inhibition; AH1F fibroblasts, Alexa488-fibronectin deposition fluorescence, overnight; inhibition, % at 12.6 µM; actives 0.086% (n = 350,000); AID 743247;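 active = mean inhibition across replicates of 30% or more, regardless of how many single replicates reach that level; inconclusive = mean under 30% yet at least half of replicates reach 30%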;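 note: positive control wells lacked labelled fibronectin entirely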
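Material: AH1F fibroblast monolayer depositing Alexa488-labelled fibronectin into matrix | Input: 10000 AH1F cells/well | Medium: DMEM plus 2% serum, read in PBS | Reagent: Alexa488-fibronectin, 24 nM final in well | Compound dosing: One dose per compound, pinned | Schedule: 1 h adhesion, overnight exposure | Measured by: Fluorescence at 485 nm excitation, 525 nm emission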
C2C12 statin – suppression of simvastatin myotoxicity. C2C12 myotubes + simvastatin, ATP luminescence, 48 h; scaled: DMSO 0, geranylgeraniol control 100. rescue of ATP level, % at 7.49 µM. actives 0.78% (n = 330,000). AID 602340;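 active = mean ATP rescue above about 67%, or every replicate alone reaching that limit, limit read from the data, passing the limit was not always enough; inconclusive = no clear call, values can overlap the other calls; inactive = mean under the limit and some replicate under it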;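 note: myotubes were challenged with 10 µM simvastatin during compound exposure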
S100A4 inh HTS – S100A4-myosin IIA interaction inhibition; P26447; S100A4/TAMRA-MyoIIA peptide fluorescence polarization; inhibition, % at 10.7 µM; AID 652163; actives 0.14% (n = 360,000);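 active = mean inhibition of at least 70% across replicates, with every replicate also reaching that level; inconclusive = mean inhibition reaches 70% but some replicates fall short; inactive = mean inhibition below 70%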
Target sequence (P26447 whole entry, looked up): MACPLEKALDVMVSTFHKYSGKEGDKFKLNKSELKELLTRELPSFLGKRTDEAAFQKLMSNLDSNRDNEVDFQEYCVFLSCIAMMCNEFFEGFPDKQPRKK
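incubation = readout 5 min after mixing, signal stable up to 60 min | system = S100A4 monomer protein | buffer or medium = HEPES pH 7.2 with CaCl2, KCl, NaCl, DTT, Triton | benchmarks = neutral control DMSO, positive control TFP | also added = fluorescent myosin IIA peptide, 5 nM | compound dosing = one concentration per compound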
esBAF inh – blocks esBAF chromatin remodeling in mouse ES cells | Bmi1-luciferase knock-in reporter, 24 h; 100% = twice the neutral-well signal | reporter increase, % at 12.5 µM | actives 2% (n = 350,000) | AID 602393; in the data active = activation above about 40%; inconclusive = no clear call, values can overlap the other calls;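 note: 0% = median of the plate's neutral control wells and 100% = double that signal; a rise in the Bmi1 reporter signal indicates esBAF inhibition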
CASP6 VEID inh – blocks human caspase-6 cleavage activity; purified caspase-6, Z-VEID-R110 cleavage fluorescence; inhibition, % at 12.5 µM; actives 0.53% (n = 350,000); AID 686996;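 active = mean inhibition across replicates at least about 35%, with every replicate also reaching that limit, limit read from the data; inconclusive = only one of the two criteria met; inactive = neither criterion met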;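 note: 0% = median of neutral control wells and 100% = no fluorescence left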
Target sequence (P55212 24-179 limits assumed): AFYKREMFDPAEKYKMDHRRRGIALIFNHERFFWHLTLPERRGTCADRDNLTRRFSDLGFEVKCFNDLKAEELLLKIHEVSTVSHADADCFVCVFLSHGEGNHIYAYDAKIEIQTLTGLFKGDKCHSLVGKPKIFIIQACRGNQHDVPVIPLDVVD
Target sequence (P55212 194-293 limits assumed): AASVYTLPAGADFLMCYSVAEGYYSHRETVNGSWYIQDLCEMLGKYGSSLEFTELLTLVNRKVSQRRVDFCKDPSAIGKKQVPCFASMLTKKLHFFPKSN
LGR2 antag – inhibitors of bursicon-induced Drosophila LGR2 receptor cAMP signaling. HEK293 LGR2, CRE-luciferase, bursicon-stimulated, 4 h. inhibition, % at 9.99 µM. actives 0.35% (n = 380,000). AID 720647;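 active = drop in luminescence signal, shown as inhibition above about 50% in the replicate tests, limit read from the data, passing the limit was not always enough; inconclusive = probably only some replicates passing the limit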;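 note: agonist challenge used bursicon conditioned medium at about half maximal strength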
The depositor's hits bear a star.

The first 2 compounds as a preview:
For C[C@@H]1CN([C@H](C)CO)C(=O)c2cccc(NC(=O)Nc3ccc(C(F)(F)F)cc3)c2O[C@H]1CN(C)Cc1ccc(C(F)(F)F)cc1 the results were SIRT5 inh 9, C2C12 statin -15, S100A4 inh HTS 4, esBAF inh -4, CASP6 VEID inh 1 and LGR2 antag -6.
Screening CCCC12CN(C(=O)c3ccco3)CC(CCC)(CN(C(=O)c3ccco3)C1)C2=O returned SIRT5 inh 2, FN deposition inh -4, C2C12 statin 77*, S100A4 inh HTS 0, esBAF inh 6, CASP6 VEID inh 2 and LGR2 antag -1.

Results, from the start:
For C[C@@H]1CN([C@H](C)CO)C(=O)c2cccc(NC(=O)Nc3ccc(C(F)(F)F)cc3)c2O[C@H]1CN(C)Cc1ccc(C(F)(F)F)cc1 the results were SIRT5 inh 9, C2C12 statin -15, S100A4 inh HTS 4, esBAF inh -4, CASP6 VEID inh 1 and LGR2 antag -6.
Screening CCCC12CN(C(=O)c3ccco3)CC(CCC)(CN(C(=O)c3ccco3)C1)C2=O returned SIRT5 inh 2, FN deposition inh -4, C2C12 statin 77*, S100A4 inh HTS 0, esBAF inh 6, CASP6 VEID inh 2 and LGR2 antag -1.
`O=C([C@H]1[C@H](CO)[C@H]2Cn3c(ccc(-c4ccncc4)c3=O)[C@@H]1N2Cc1ccccc1)N1CCOCC1` gave SIRT5 inh 0, C2C12 statin -7, S100A4 inh HTS -5, esBAF inh -5, CASP6 VEID inh -3 and LGR2 antag -6.
`O=C(NC12CC3CC(CC(C3)C1)C2)N1CCC(n2nnc3ccccc32)CC1` gave FN deposition inh -8, C2C12 statin -2 and esBAF inh 12.
O=C1Nc2c(Cl)cc(Cl)cc2C12Nc1ccccc1S2 (configuration not stated) was read as FN deposition inh -1, S100A4 inh HTS 0, CASP6 VEID inh 2 and LGR2 antag -55.
`C[C@H](CO)N1C[C@H](C)[C@@H](CN(C)C(=O)CN(C)C)Oc2ncc(C#Cc3ccncc3)cc2C1=O` gave SIRT5 inh 1, FN deposition inh -15, C2C12 statin 22, S100A4 inh HTS -3, esBAF inh 0, CASP6 VEID inh -1 and LGR2 antag -13.
CCOC(=O)CNC(=O)CSc1ncccc1-c1nc2ccccc2[nH]1 was read as SIRT5 inh -2, FN deposition inh -2, C2C12 statin 2, S100A4 inh HTS -5, esBAF inh 4, CASP6 VEID inh -2 and LGR2 antag 12.
c1ccc2c(c1)nc(NCCN1CCOCC1)c1nncn12 was read as SIRT5 inh 0, FN deposition inh 8, C2C12 statin 20, S100A4 inh HTS -23, esBAF inh -9, CASP6 VEID inh 4 and LGR2 antag -12.
CCC1CCCCN1CCCNC(=O)CC1Oc2ccc(C)cc2NC1=O (configuration not stated) was read as SIRT5 inh 1, FN deposition inh -17, C2C12 statin -8, S100A4 inh HTS 8, esBAF inh 3, CASP6 VEID inh -6 and LGR2 antag 8.
`COC(=O)[C@H](CCSC)NC(=O)Cn1cnc2c(NCc3ccccc3)ncnc21` gave SIRT5 inh 1, FN deposition inh -6, C2C12 statin 6, S100A4 inh HTS -7, esBAF inh -2, CASP6 VEID inh 0 and LGR2 antag 3.
`C[C@@H]1CCCCO[C@H](CN(C)C(=O)Nc2ccc(C(F)(F)F)cc2)[C@H](C)CN([C@@H](C)CO)C(=O)c2cc(NC(=O)Nc3ccc(F)cc3)ccc2O1` gave SIRT5 inh 12, FN deposition inh -16, C2C12 statin -1, S100A4 inh HTS -4, esBAF inh 0, CASP6 VEID inh -1 and LGR2 antag 3.
`CCOc1cc(C#N)ccc1OCC(=O)NNC(=O)CC1CCS(=O)(=O)C1` (configuration not stated) gave SIRT5 inh -1, FN deposition inh 2, S100A4 inh HTS -4, CASP6 VEID inh 2 and LGR2 antag -7.
Screening CO[C@H]1CN(C)C(=O)c2ccc(NC(=O)C3CC3)cc2OC[C@@H](C)N(C(=O)Cc2ccccn2)C[C@H]1C returned SIRT5 inh -2, FN deposition inh -8, C2C12 statin 1, S100A4 inh HTS -2, esBAF inh -1, CASP6 VEID inh -1 and LGR2 antag inconclusive.
`O=c1[nH]c(=S)[nH]c2sc3c(c12)CCCCCC3` gave SIRT5 inh 0, FN deposition inh -5, C2C12 statin -8, S100A4 inh HTS -1, esBAF inh -4, CASP6 VEID inh 6 and LGR2 antag 20.
Screening CCOC(=O)N1CCN(C(=O)COc2ccc(S(=O)(=O)NC3CCCCC3)cc2C)CC1 returned C2C12 statin 116*, esBAF inh 14 and LGR2 antag 20.
Screening CC(=O)c1cnc(Nc2cccc(C)c2)s1 returned SIRT5 inh -3, FN deposition inh 17, S100A4 inh HTS 3, CASP6 VEID inh 2 and LGR2 antag -56.
For C=CCOC(=O)C1=C(C)N=C2SCCC(=O)N2C1c1ccc(OC(=O)c2ccco2)cc1 (configuration not stated) the results were FN deposition inh -11, C2C12 statin 1 and esBAF inh -3.
Screening CN=C1SC(CC(=O)Nc2ccc(F)cc2F)C(=O)N1/N=C/c1ccc(OC(F)F)c(OC)c1 (configuration not stated) returned SIRT5 inh -6, FN deposition inh 5, C2C12 statin -1, S100A4 inh HTS -7, esBAF inh -6, CASP6 VEID inh -3 and LGR2 antag 0.
For N=C(N)SCc1ccc(Cl)cc1Cl the results were SIRT5 inh -4, FN deposition inh 17, S100A4 inh HTS 9, CASP6 VEID inh 0 and LGR2 antag -4.
For C[C@@H]1CN([C@H](C)CO)C(=O)c2cccc(NC(=O)C3CC3)c2O[C@@H]1CN(C)C(=O)Nc1cccc2ccccc12 the results were SIRT5 inh -1, C2C12 statin 5, S100A4 inh HTS -82, esBAF inh 5, CASP6 VEID inh -2 and LGR2 antag 1.
Cc1ccc(C2CC(=O)c3cnc(N4CCN(c5ccccc5)CC4)nc3C2)cc1 (configuration not stated) was read as SIRT5 inh -4, C2C12 statin -1, S100A4 inh HTS 11, esBAF inh -8, CASP6 VEID inh -4 and LGR2 antag -7.
Screening NC(c1csc(NC(=O)Nc2cccc(Cl)c2)n1)C1CCCCC1 (configuration not stated) returned FN deposition inh 3, C2C12 statin -10, S100A4 inh HTS -4, esBAF inh -13, CASP6 VEID inh -4 and LGR2 antag 13.
C[C@@H]1CCCCO[C@H](CN(C)C(=O)c2ccncc2)[C@@H](C)CN([C@H](C)CO)C(=O)c2cc(NS(=O)(=O)c3ccc(F)cc3)ccc2O1 was read as SIRT5 inh -2, FN deposition inh -1, S100A4 inh HTS 21, esBAF inh -3, CASP6 VEID inh 1 and LGR2 antag 12.
CSCCC(NC(=O)c1ccccc1)C(=O)N/N=C(\C)c1ccccc1 (configuration not stated) was read as SIRT5 inh 0, FN deposition inh 0, S100A4 inh HTS -7, CASP6 VEID inh -2 and LGR2 antag -38.
`COc1ccc(CCCc2n[nH]c(=S)o2)cc1` gave SIRT5 inh -3, FN deposition inh -8, C2C12 statin 0, S100A4 inh HTS 5, esBAF inh -5, CASP6 VEID inh -3 and LGR2 antag -8.
`COc1ccc(S(=O)(=O)Nc2cccc3c2O[C@H](CN(C)C(=O)Nc2ccc4c(c2)OCO4)[C@H](C)CN([C@@H](C)CO)C3=O)cc1` gave SIRT5 inh 1, FN deposition inh -8, S100A4 inh HTS 3, esBAF inh 3, CASP6 VEID inh -1 and LGR2 antag -29.
For Cc1nc2ccccc2n1CC(=O)OCC(=O)N1CCC(C)CC1 the results were C2C12 statin -3, S100A4 inh HTS 13, esBAF inh 4, CASP6 VEID inh -8 and LGR2 antag 9.
`O=C(CN1C(=O)NC2(CCc3ccccc32)C1=O)NCC(=O)Nc1ccc(F)cc1` (configuration not stated) gave SIRT5 inh 1, FN deposition inh -11, C2C12 statin 1, S100A4 inh HTS -1, esBAF inh -7, CASP6 VEID inh 0 and LGR2 antag -16.
Cc1cc(C(=O)NCCCN(C)C)c2ccccc2n1 was read as S100A4 inh HTS -1, CASP6 VEID inh -20 and LGR2 antag -17.
`C[C@@H]1CN([C@@H](C)CO)C(=O)c2cc(-c3cncnc3)cnc2O[C@@H]1CN(C)Cc1ccc(Oc2ccccc2)cc1` gave SIRT5 inh -4, C2C12 statin 9, S100A4 inh HTS 13, esBAF inh -3, CASP6 VEID inh -1 and LGR2 antag -12.
O=C(NNC(=S)Nc1ccc(Br)cc1)c1ccccc1 was read as SIRT5 inh 6, C2C12 statin 2, S100A4 inh HTS -5, esBAF inh 34, CASP6 VEID inh 0 and LGR2 antag -8.
Screening CCC(=O)Nc1nnc(S(=O)(=O)N2CCCCCC2)s1 returned SIRT5 inh -3, FN deposition inh -3, C2C12 statin -8, S100A4 inh HTS -1, esBAF inh -12, CASP6 VEID inh -3 and LGR2 antag -7.
`CCc1ccc(C(=O)COC(=O)C(CCSC)NC(=O)c2ccccc2)cc1` (configuration not stated) gave SIRT5 inh -3, FN deposition inh -5, S100A4 inh HTS -13 and CASP6 VEID inh -1.
Screening CC1(N2CCOCC2)C(=O)c2ccccc2C1=O returned SIRT5 inh 1, FN deposition inh 12, S100A4 inh HTS 6, CASP6 VEID inh -1 and LGR2 antag 8.
For O=c1[nH]c(-c2ccccc2F)nc2c1sc(=S)n2Cc1ccccc1 the results were SIRT5 inh -3, FN deposition inh -9, S100A4 inh HTS -1 and LGR2 antag -10.
`O=C(O)Cn1cnc2c(oc3ccccc32)c1=O` gave SIRT5 inh -1, FN deposition inh 9, C2C12 statin -6, S100A4 inh HTS -2, esBAF inh 3, CASP6 VEID inh 1 and LGR2 antag -16.
For C=CCNC(=O)/C(C#N)=C/c1c(N2CCN(c3ccccc3)CC2)nc2c(C)cccn2c1=O the results were SIRT5 inh -10, FN deposition inh 2, C2C12 statin 8, S100A4 inh HTS -3, esBAF inh 0, CASP6 VEID inh -2 and LGR2 antag 13.
Screening C[C@@H]1CN([C@@H](C)CO)C(=O)c2cccc(NC(=O)C3CCOCC3)c2O[C@@H]1CN(C)CC1CC1 returned SIRT5 inh -3, C2C12 statin 5, S100A4 inh HTS -1, esBAF inh 0, CASP6 VEID inh -4 and LGR2 antag -7.
For COCCn1c(SCC(=O)NNC(=O)c2ccccc2)nc2ccccc21 the results were C2C12 statin 2, S100A4 inh HTS 0, esBAF inh 3, CASP6 VEID inh 1 and LGR2 antag -9.
`CC(C)n1c(/N=C/c2ccccc2O)nc2ccccc21` gave SIRT5 inh 1, FN deposition inh -1, C2C12 statin 4, S100A4 inh HTS 8, esBAF inh -9, CASP6 VEID inh 0 and LGR2 antag 6.
For CCc1cccc(CC)c1NC(=O)CSc1nc2ccc(N3C(=O)C4C5C=CC(C5)C4C3=O)cc2s1 (configuration not stated) the results were FN deposition inh 9, C2C12 statin -3 and esBAF inh 3.
`O=C(Cn1c(=O)n(-c2ccccc2)c(=O)n1CC(=O)N1CCCCC1)N1CCCCC1` gave FN deposition inh 1, C2C12 statin -8 and esBAF inh -5.
For Cc1[nH]nc2c1/C(=N\O)CCC2 the results were SIRT5 inh -3, FN deposition inh 3, S100A4 inh HTS -3 and LGR2 antag 18.
Screening CO[C@H]1CC[C@@H]2CCOc3c(C#N)cccc3C(=O)N(C)C[C@H](C)C(=O)N(C)C[C@@H]1O2 returned SIRT5 inh 20*, FN deposition inh -15, C2C12 statin -3, S100A4 inh HTS 3, esBAF inh -1, CASP6 VEID inh -2 and LGR2 antag -13.
For COc1cc(C(O)c2nc(-c3cncnc3)cs2)ccc1F (configuration not stated) the results were SIRT5 inh -2, FN deposition inh -6, C2C12 statin -14, S100A4 inh HTS -2, esBAF inh -4, CASP6 VEID inh -1 and LGR2 antag -3.
`CCS(=O)(=O)N1CCCCN2[C@H](CO)[C@H](c3ccc(C#Cc4ccccc4OC)cc3)[C@H]2C1` gave SIRT5 inh -8, S100A4 inh HTS -5, CASP6 VEID inh 2 and LGR2 antag -3.

Not all compounds are listed; rates above refer to the full screens.
